hcGAS inh = Primary biochemical luminescence assay for human cyclic GMP-AMP synthase inhibitors; Q8N884; recombinant h-cGAS, ATP depletion, Kinase-Glo luminescence; inhibition, % at 12.5 µM; 0.081% of 290,000 active;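 note: 0% = vehicle reaction and 100% = reaction without DNA for no activity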
Target sequence (Q8N884 whole entry, looked up): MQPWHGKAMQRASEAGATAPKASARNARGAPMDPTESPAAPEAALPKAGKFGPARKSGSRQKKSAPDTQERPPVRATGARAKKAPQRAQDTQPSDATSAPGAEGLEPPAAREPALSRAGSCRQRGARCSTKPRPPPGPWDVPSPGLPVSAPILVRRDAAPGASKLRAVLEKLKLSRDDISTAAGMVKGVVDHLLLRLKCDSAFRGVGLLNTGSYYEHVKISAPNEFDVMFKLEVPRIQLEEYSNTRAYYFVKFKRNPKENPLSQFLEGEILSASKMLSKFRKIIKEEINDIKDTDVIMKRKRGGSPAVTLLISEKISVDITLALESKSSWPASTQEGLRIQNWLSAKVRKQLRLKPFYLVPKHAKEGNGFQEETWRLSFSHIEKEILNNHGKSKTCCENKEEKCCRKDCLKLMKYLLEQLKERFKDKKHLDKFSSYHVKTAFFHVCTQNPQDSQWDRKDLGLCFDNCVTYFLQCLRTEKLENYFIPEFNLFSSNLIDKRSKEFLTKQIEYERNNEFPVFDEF
mcGAS lum = cyclic GMP-AMP synthase inhibitors, mouse, primary biochemical chemiluminescence; recombinant cGAS, Kinase-Glo ATP depletion luminescence; inhibition, % at 12.5 µM; 0.15% of 160,000 active; AID 1259399, 2018;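 note: 0% = negative control wells and 100% = reference inhibitor with no enzyme activity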
NPYLR7 ag = agonists of mosquito NPYLR7 receptor, primary screen, cell-based, Aedes aegypti, calcium fluorescence, mosquito biting behavior; HEK293T NPYLR7/Galpha15, GCaMP6s calcium fluorescence; activation, % at 10 µM; Aedes aegypti neuropeptide Y-like receptor 7 (NPYLR7); 0.15% of 270,000 active; in the data active = activation above about 40%;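 note: 0% = vehicle and 100% = reference agonist at the receptor; some compounds past the cut are filed as inactive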
Numbers without * were called inactive; . = not tested or not shown; & = joins results of further samples. Cut-off read from the data, not from the text of the source, unless noted: active = inhibition above about 40%; inactive = the rest.

Values run as follows: hcGAS inh	mcGAS lum	NPYLR7 ag
Cc1ccc(NC(=O)N2CCC(C(NC(=O)c3cccs3)C(=O)N3CCOCC3)CC2)cc1 (stereo not given)
  -6	-7	10
COc1cc2ccccc2cc1C(=O)NC(=S)Nc1cc(C)ccc1O
  -2	-8	-9
Cc1nn(CC(=O)NCCCCOc2ccc(Cl)cc2)c(C)c1[N+](=O)[O-]
  3	.	-6
CCOc1c[nH]c(C(=O)Nc2ccc(Cl)c(Cl)c2)cc1=O
  -16	.	1
COC(=O)CCc1c(C)nn(-c2ccc(C(=O)NCCc3cccc(F)c3)cc2)c1C
  -3	-3	-4
CCc1cnc(C)nc1N1CCC(NS(C)(=O)=O)CC1
  -6	-12	-5
CCOc1ccccc1N1CCN(C(=O)c2cccc(CSc3nc(Cl)cc(N(C)CCc4ccc(OC)c(OC)c4)n3)c2)CC1
  -2	-5	32
S=c1[nH]nc(CN2CCCC2)n1-c1ccccc1
  2	.	5
CC(C)(C)n1ncc2c(=O)n(NC(=O)C3CC(=O)N(c4ccc(F)cc4)C3)cnc21 (stereo not given)
  -10	.	4
O=C(NNC(=O)C12CC3CC(CC(C3)C1)C2)C12CC3CC(CC(C3)C1)C2
  0	.	2
COc1ccc(-c2ccc(=O)n(CCCNC(=O)Nc3cccc(OC)c3)n2)cc1
  -3	.	0
CN(C1=NC(=O)C(CC(=O)O)S1)c1ccc(O)cc1 (stereo not given)
  -5	.	-1
C#CCOCC(O)CN(Cc1c(-c2ccccc2)noc1N1CCCCC1C)CC1CCCO1 (stereo not given)
  -2	-5	-1
COc1ccc(C2c3cc(OC)c(OC)cc3CCN2C(=O)c2cccc(OC(C)=O)c2C)cc1 (stereo not given)
  5	4	2
C[C@@H](C1[C@@H](O)CC2C3C=CC4C[C@@H](O)CC[C@]4(C)[C@H]3CC[C@@]21C)[C@@H]1CCCCN1 (stereo not given in full)
  -4	-5	2
Cc1cc(Nc2ccccc2)n(C(C)(C)C)n1
  -9	.	-1
O=C1CN(C(=O)c2cc(-c3cccc(F)c3)no2)CCN1
  6	.	-1
COc1ccc(CCNC(=O)c2csc(CSc3nnc(-c4cccnc4)n3-c3cc(Cl)ccc3C)n2)cc1OC
  -5	-3	-1
CCOC(=O)c1cnc2cc(OC(=O)c3ccccc3)nn2c1C
  -3	.	3
CCOc1cc(C=C2SC(=S)N(CCN3CCOCC3)C2=O)ccc1OC
  -3	.	30
CCN1CCN(C2=C(Cl)C(=O)N(c3ccc(OC)cc3)C2=O)CC1
  -6	.	-2
CC(C)n1cnnc1CN(C)C(=O)CC1C=CCC1 (stereo not given)
  -4	.	8
O=C(O)C1CC(C2CCCCN2)CN2CCCCC12 (stereo not given)
  1	.	-2
CCOC(=O)N1CCN(C(c2ccc(OC)cc2)c2c(O)cc(C)n(CC)c2=O)CC1 (stereo not given)
  0	.	12
O=C(NCC(=O)N1CCCc2ccccc21)N1CCOC(c2ccccc2)C1 (stereo not given)
  6	6	51
O=S(=O)(Nc1cccnc1N1CCCC1)c1cc(F)ccc1F
  1	.	-2
Cc1ccc(C2N=C(N3CCCCC3)Nc3nc(C)cc(=O)n32)cc1 (stereo not given)
  5	2	4
Cc1ccc(-n2nc3c(c2NC(=O)Cc2cccc4ccccc24)CS(=O)(=O)C3)cc1C
  -8	.	-4
COc1ccc(C(C)N(C)Cc2nc(N3CCN(C(=O)c4ccco4)CC3)c3ccccc3n2)cc1 (stereo not given)
  0	-8	22
O=C1CCCN1C1CCCN(Cc2ncc[nH]2)C1 (stereo not given)
  -3	.	3

Looked up one by one from the entries so far:
Values run as follows: hcGAS inh	mcGAS lum	NPYLR7 ag
Cc1nn(CC(=O)NCCCCOc2ccc(Cl)cc2)c(C)c1[N+](=O)[O-]
  3	.	-6
Cc1cc(Nc2ccccc2)n(C(C)(C)C)n1
  -9	.	-1
COc1ccc(CCNC(=O)c2csc(CSc3nnc(-c4cccnc4)n3-c3cc(Cl)ccc3C)n2)cc1OC
  -5	-3	-1
Cc1ccc(-n2nc3c(c2NC(=O)Cc2cccc4ccccc24)CS(=O)(=O)C3)cc1C
  -8	.	-4
O=C1CCCN1C1CCCN(Cc2ncc[nH]2)C1 (stereo not given)
  -3	.	3
COc1ccc(C2c3cc(OC)c(OC)cc3CCN2C(=O)c2cccc(OC(C)=O)c2C)cc1 (stereo not given)
  5	4	2

Next records follow:
Values run as follows: hcGAS inh	mcGAS lum	NPYLR7 ag
CCCCCCCOc1ccc(NC(=O)N[C@@H](Cc2ccccc2)C(=O)N2CCC(C(=O)N3CCOCC3)CC2)cc1
  -4	-6	42
CCCC(=O)N(Cc1ccccn1)c1nc2c(C)ccc(Cl)c2s1
  -7	-9	-1
NC(=O)C1CCN(C(=O)CC(c2ccc(Cl)c(C(F)(F)F)c2)c2c[nH]c3ccccc23)CC1 (stereo not given)
  -8	-6	25
COc1ccc(S(=O)(=O)N(C)Cc2nccn2C)cc1Br
  -4	-5	9
Cc1cc(C)nc(NCC2(c3ccc4c(c3)OCO4)CCOCC2)n1
  -18	.	14
CCCCCC[C@@H]([C@@H](C)O)n1cnc2c(N)ncnc21
  -3	-3	2
Cc1cc(-n2nnc(C(=O)N3CCN(c4ccccn4)CC3)c2-c2ccncc2)ccc1F
  -4	-6	7
CN1CCc2c(c3ccccc3n2Cc2ccccc2)C1
  -1&-4&5	.	-7&-5&-10
CC(NC(=O)c1cc(Cl)ccc1F)c1ccc(Cl)s1 (stereo not given)
  -8	.	8
COc1ccccc1-c1nn(CC(=O)Nc2cnn(C)n2)c2ccccc12
  -6	-11	28
COC(=O)c1c(S(C)(=O)=O)nc(-c2ccccc2)[nH]c1=O
  11	.	-4
COc1ccc(S(=O)(=O)N2CCc3ccccc3C2)cc1N1CCN(C(=O)c2ccc(F)cc2F)CC1
  -1	-5	21
CC(SCC(O)CO)c1c(F)cccc1F (stereo not given)
  4	.	3
Clc1ccc2c(NC3CCCCC3)nc(-c3cccs3)nc2c1
  -3	-4	1
CSc1nnc2c(n1)OC(c1ccccc1F)Nc1ccccc1-2 (stereo not given)
  -9	-4	0
CCOC(=O)c1cnc2ncnn2c1C
  -8	.	3
CCCC(CC(=O)N1CCN(c2ccccn2)CC1)(C(=O)N1CCN(c2ccccn2)CC1)c1ccccc1 (stereo not given)
  -6	-4	1
Cc1cc(N2CCN(Cc3c(C)nn(CCO)c3C)CC2)ccn1
  -9	-14	3
COc1ccc(-c2ccc(C(=O)N3CCOCC3)o2)c2ccc(C)nc12
  -4	.	15
COc1ccc(C2=NN(C(=O)CN3CCC4(CC3)OCCO4)C(c3ccc(Cl)cc3)C2)cc1 (stereo not given)
  -7	-5	9
Cc1cccc2c(CCNC(=O)[C@H](N)c3ccccc3)c[nH]c12
  0	.	34
Cc1nn(CC(=O)NS(=O)(=O)c2ccc(F)cc2)c(C)c1Cl
  -3	.	11
CCc1[nH]n(C)c(=O)c1C1=C(N(C)C2CCCCC2)C(=O)N(c2cc(C)ccc2OC)C1=O
  -10	-3	20
CCN1CCCC1CNC(=O)Cn1nc2c(cc1=O)CCCC2 (stereo not given)
  -5	-2	.
CCOC(=O)C1(C/C=C/c2ccccc2)CCCN(C(=O)c2ccc(OC)o2)C1 (stereo not given)
  -8	.	7
CC(C)(C)OC(=O)N1CCC(Oc2ccc(NC(=O)Nc3ccc(Cl)c(C(F)(F)F)c3)cc2)C1 (stereo not given)
  1	-4	-6
N[C@H](C(=O)O)c1ccc(C(=O)O)c(O)c1
  -3	.	7
CC(C)(C)OCC(O)CN1CCC(=O)N(CC(=O)C(C)(C)C)CCc2ccccc21 (stereo not given)
  -4	-2	24
Cc1cc(C)cc(NC(=O)c2ccccc2NS(=O)(=O)c2ccc(OC(F)(F)F)cc2)c1
  -7	-6	31
O=C1NCCCC1C(=O)NCCc1c[nH]c2ccc(OCc3ccccc3)cc12 (stereo not given)
  -6	.	-6

Four entries from above, reformatted.
SMILES	hcGAS inh	mcGAS lum	NPYLR7 ag
CC(SCC(O)CO)c1c(F)cccc1F (stereo not given)	4	.	3
Clc1ccc2c(NC3CCCCC3)nc(-c3cccs3)nc2c1	-3	-4	1
CSc1nnc2c(n1)OC(c1ccccc1F)Nc1ccccc1-2 (stereo not given)	-9	-4	0
CCOC(=O)c1cnc2ncnn2c1C	-8	.	3

Continuation.
> COC(=O)/C(C#N)=C/c1c(Oc2cccc(C)c2C)nc2ccccn2c1=O
  hcGAS inh: -7
  mcGAS lum: -7
  NPYLR7 ag: 5
> O=C(/C=C/c1ccccc1)NCCSc1ncc(-c2ccc(F)cc2)[nH]1
  hcGAS inh: 1
  mcGAS lum: 2
  NPYLR7 ag: 9
> O=C(NCc1c(F)cccc1F)c1cncn1-c1ccc(-c2cc(C(F)(F)F)cc(C(F)(F)F)c2)cc1
  hcGAS inh: -6
  mcGAS lum: -7
  NPYLR7 ag: 4
> CN(C)c1ccc(NC(=O)c2ccccc2Cl)cc1CN(CC1CCCO1)S(=O)(=O)c1ccc(F)cc1 (stereo not given)
  hcGAS inh: 0
  mcGAS lum: -3
  NPYLR7 ag: 6
> Cc1nc(CNC(=O)C2CCCN(C(=O)c3ccccc3)C2)cs1 (stereo not given)
  hcGAS inh: -6
  mcGAS lum: .
  NPYLR7 ag: 9
> COc1ccc(N2C(=O)c3cccc4c(Cl)ccc(c34)C2=O)cc1
  hcGAS inh: -8
  mcGAS lum: -4
  NPYLR7 ag: 3
> Cc1cccc(-c2nc3c(c(=O)[nH]2)CN(C(=O)NCc2ccccc2)CC3)c1
  hcGAS inh: 5
  mcGAS lum: 1
  NPYLR7 ag: 1
> N#CC(=Cc1ccc(F)cc1)c1nnc2n1-c1cc([N+](=O)[O-])ccc1OC2
  hcGAS inh: -6
  mcGAS lum: .
  NPYLR7 ag: 16
> CC(C)COc1nc(-c2ccc(C(F)(F)F)cc2)n(-c2ccc(NS(=O)(=O)c3ccc(Cl)cc3)cc2)n1
  hcGAS inh: -2
  mcGAS lum: -9
  NPYLR7 ag: 33
> Cc1cc(C)cc(-n2nnc3c(=O)n(CC(=O)Nc4ccc(C(N)=O)cc4)cnc32)c1
  hcGAS inh: -6
  mcGAS lum: -9
  NPYLR7 ag: -3

Quoted from the listing:
For mcGAS lum, O=C(NCc1c(F)cccc1F)c1cncn1-c1ccc(-c2cc(C(F)(F)F)cc(C(F)(F)F)c2)cc1 is listed with -7
For mcGAS lum, COC(=O)/C(C#N)=C/c1c(Oc2cccc(C)c2C)nc2ccccn2c1=O is listed with -7
For NPYLR7 ag, N#CC(=Cc1ccc(F)cc1)c1nnc2n1-c1cc([N+](=O)[O-])ccc1OC2 is listed with 16

(more compounds)
> COc1ccc(C)cc1NC(=O)c1c(C)cc(C)n1Cc1cccc(C)c1
  hcGAS inh: -7
  mcGAS lum: -5
  NPYLR7 ag: 30
> COc1ccc(C2NN(Cc3ccccc3)C3C(=O)N(Cc4ccccc4)C(=O)C23)cc1 (stereo not given)
  hcGAS inh: -4
  mcGAS lum: -10
  NPYLR7 ag: -11
> CN(c1ccccc1)S(=O)(=O)c1c[nH]c(=O)[nH]c1=O
  hcGAS inh: -5
  mcGAS lum: .
  NPYLR7 ag: 8
> CCOc1cccc2sc(=NC(=O)CS(=O)(=O)c3ccccc3)n(C)c12
  hcGAS inh: -9
  mcGAS lum: -7
  NPYLR7 ag: 4
> Cc1[nH]cnc1-c1nccn1-c1cccc(CN2CCCC2)c1
  hcGAS inh: -1
  mcGAS lum: -19
  NPYLR7 ag: 27
> CSc1ccccc1C(=O)N1CCC(CCC(=O)NC2CC2)CC1
  hcGAS inh: -8
  mcGAS lum: .
  NPYLR7 ag: 5
> O=C(O)CSCc1csc2c1CCCC2
  hcGAS inh: 1
  mcGAS lum: .
  NPYLR7 ag: 7
> CCN(CC)CCNc1nc2c(OC)cccc2s1
  hcGAS inh: -8
  mcGAS lum: .
  NPYLR7 ag: 2
> CCOC(=O)c1cc(-c2ccc(Cl)cc2Cl)n(-c2ccc(C(=O)NCC3CCCO3)cc2)n1 (stereo not given)
  hcGAS inh: 4
  mcGAS lum: -3
  NPYLR7 ag: 8
> CCCCCOc1ccc(C(=O)N2CCC[C@H]2C(=O)OCc2ccccc2)cc1OCCCCC
  hcGAS inh: -7
  mcGAS lum: -5
  NPYLR7 ag: -3

> O=C1c2ccccc2C(=O)C1c1nccc2ccccc12
  hcGAS inh: -5
  mcGAS lum: .
  NPYLR7 ag: 0
> CC(=O)c1cccc(N2C(=O)C3C4C=CC(C5CC45)C3C2=O)c1 (stereo not given)
  hcGAS inh: -4
  mcGAS lum: -7
  NPYLR7 ag: 7
> Cc1n[nH]nc1C(=O)NCC1CCN(CC(C)C)CC1
  hcGAS inh: 0
  mcGAS lum: 0
  NPYLR7 ag: .
> Nc1c(C(=O)Nc2ccccc2)c2ccccn2c1C(=O)c1ccc(Br)cc1
  hcGAS inh: -10
  mcGAS lum: -8
  NPYLR7 ag: -4

Bioassay records (PubChem BioAssay)
